# NPY-Y2 PAM-ag: human NPY-Y2 potentiation or agonism, primary screen; cells expressing NPY-Y2, potentiator/agonist read-out; activation, % at 3.6 µM; 220,000 tested, 0.45% active; in the data active means activation above about 27%;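 further: cells stimulated with NPY near EC25 plus isoproterenol at EC100; 0% = vehicle plus submaximal agonist and 100% = vehicle plus saturating agonist; some results beyond the cut were filed as inactive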
# BaF3 tox: parental Ba/F3 viability inhibition as JAK2V617F counter-screen; CellTiter-Glo ATP luminescence; inhibition, % at 5.6 µM; 220,000 tested, 1.1% active; AID 1486;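 active means inhibition above a per-campaign cutoff, the mean inhibition of all tested compounds plus 3 SD, cut at about 27% in these data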;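 further: 0% = DMSO wells and 100% = JAK Inhibitor I control wells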
# S1P4 ag: activates the human S1P4 receptor. AID 1509. S1P4-expressing cell line, agonist reporter assay. activation, % at 4.98 µM. 220,000 tested, 0.35% active. O95977; in the data active means activation above about 11%;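 further: 0% = DMSO vehicle and 100% = reference agonist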
# Target sequence (O95977 whole entry, looked up): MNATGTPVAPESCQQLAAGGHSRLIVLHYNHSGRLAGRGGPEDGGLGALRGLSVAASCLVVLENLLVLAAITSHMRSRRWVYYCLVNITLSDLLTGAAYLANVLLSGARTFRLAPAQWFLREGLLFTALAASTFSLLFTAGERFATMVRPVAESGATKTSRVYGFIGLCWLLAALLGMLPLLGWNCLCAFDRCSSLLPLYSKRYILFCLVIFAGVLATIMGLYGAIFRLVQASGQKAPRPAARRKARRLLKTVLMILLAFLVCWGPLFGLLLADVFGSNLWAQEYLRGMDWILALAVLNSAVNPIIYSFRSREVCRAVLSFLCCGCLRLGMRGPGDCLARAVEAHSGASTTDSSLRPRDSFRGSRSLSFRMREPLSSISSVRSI
# NCF1 inh: inhibitors of human p47phox binding; p47phox/p22phox peptide binding, fluorescence polarization, 2 h; inhibition, % at 24.7 µM; 220,000 tested, 0.53% active;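 active means inhibition above about 30%, limit read from the data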;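 further: 0% = p47phox with labelled peptide and 100% = labelled peptide alone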
# Target sequence (P14598 whole entry, looked up): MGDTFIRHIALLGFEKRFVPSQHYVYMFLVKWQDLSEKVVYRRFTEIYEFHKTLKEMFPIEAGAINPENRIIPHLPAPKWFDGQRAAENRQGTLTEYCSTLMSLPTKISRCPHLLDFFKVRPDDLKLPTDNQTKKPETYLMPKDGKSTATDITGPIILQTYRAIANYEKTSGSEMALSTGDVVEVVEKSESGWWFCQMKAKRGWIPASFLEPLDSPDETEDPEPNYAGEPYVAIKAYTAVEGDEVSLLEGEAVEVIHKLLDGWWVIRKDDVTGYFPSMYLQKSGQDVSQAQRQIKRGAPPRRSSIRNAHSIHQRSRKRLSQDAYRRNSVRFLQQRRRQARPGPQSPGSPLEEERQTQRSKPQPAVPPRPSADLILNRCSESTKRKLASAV
# NPY-Y1 PAM-ag: human NPY-Y1 potentiation or agonism, primary screen; NPY-Y1 expressing cells, potentiator/agonist activation; P25929; 220,000 tested, 0.37% active; activation, % at 3.6 µM; in the data active means activation above about 33%, passing the limit was not always enough;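 further: cells stimulated with NPY at EC10 then isoproterenol at EC100; 0% = low agonist plus stimulus and 100% = saturating agonist plus stimulus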
# S1P4 antagonist: blocks the human S1P4 receptor. inhibition, % at 4.98 µM. O95977. AID 1510. 220,000 tested, 0.26% active. S1P4-expressing cells, antagonist mode, reporter read-out; in the data active means inhibition above about 29%;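 further: 0% = wells stimulated with agonist and 100% = vehicle wells without agonist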
# NPY Y1 blocker: NPY-Y1 (human) receptor antagonism; inhibition, % at 3.6 µM; AID 1040; 200,000 tested, 1% active; HEK293-CNG Y1 cells, membrane potential fluorescence; NPY at EC95, then isoproterenol;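 active means inhibition above the campaign mean inhibition of all tested compounds plus 3 SD, cut at about 20% in these data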;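 further: 0% = DMSO wells given NPY plus isoproterenol and 100% = isoproterenol alone without NPY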
#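 Test system: HEK293 cells co-expressing NPY Y1 receptor and cyclic-nucleotide gated channel; Also added: NPY (25 nM), isoproterenol (1 µM), Ro 20-1724 (25 µM); Compound dosing: one concentration, 3.6 µM, in 0.4% DMSO; Timing: dye 3 h, compound 60 min room temperature, stimulation 45 min; Technique: Membrane-potential fluorescent dye readout.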
# CHOP inhibitor: inhibitors of CHOP induction in ER stress response; CHO-K1 CHOP-promoter luciferase, tunicamycin-induced, 15-18 h; inhibition, % at 10 µM; 220,000 tested, 3.8% active;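 active means compounds that reduced the stress-induced luciferase reporter signal by more than about 70% of percent inhibition, limit read from the data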;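 further: 0% = tunicamycin plus vehicle and 100% = wells without tunicamycin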
# Ba/F3 V617F tox: reduce viability of Ba/F3 cells dependent on JAK2V617F; Ba/F3 EpoR-JAK2V617F viability, ATP luminescence; inhibition, % at 5.6 µM; 220,000 tested, 1.1% active;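 active means inhibition above the campaign mean plus 3 SD over all tested compounds, cut at about 24% in these data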;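 further: cytokine-independent growth of Ba/F3 cells driven by EpoR plus mutant JAK2; 0% = DMSO-treated cells and 100% = JAK inhibitor I control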
# Numbers without * were called inactive; x = not tested or not shown. Outcome played no part in choosing rows; about 7.1% have a hit in one of these screens.
mol,NPY-Y1 PAM-ag,CHOP inhibitor,S1P4 ag,NPY-Y2 PAM-ag,NCF1 inh,Ba/F3 V617F tox,NPY Y1 blocker,S1P4 antagonist,BaF3 tox
Cc1ccc(C(=O)NCCOc2cccc3cccnc23)cc1Cl,-27,-6,-0.7,8,-1,-1,9,4,0
Cc1ccc(/C(=N/Nc2nc3ccccc3s2)C2=C(O)c3ccccc3C2=O)cc1,-3,35,-0.5,-9,-11,3,20*,4,6
O=[N+]([O-])c1cc(Cl)cc(/C=N/NC(=S)Nc2ccc(S(=O)(=O)N3CCOCC3)cc2)c1O,35,26,-0.3,25,-28,-2,x,10,0
CCNC(=S)N(Cc1ccccc1)Cc1nc2ccccc2c(=O)[nH]1,5,2,-0.6,9,-8,-3,0,1,4
Cc1ccc(C(=O)Nc2ccc3nc(C)sc3c2)s1,-17,24,1.8,7,-9,2,7,-10,0
Cc1ccc(-c2nc(NCc3ccco3)c3ccccc3n2)cc1,-17,20,1.1,10,-35,-3,2,-22,7
COc1cccc(C2=NOC(C(=O)Nc3ccc(OC)c(OC)c3)C2)c1 (stereo not given),11,17,-0.6,10,-12,0,6,-38,3
Cc1cc(N/C(=N/S(=O)(=O)c2ccc(F)cc2)c2ccccc2)n(-c2ccccc2)n1,-9,24,1.1,28*,5,-4,0,3,-3
O=C(O)c1ccc(-n2nnnc2SCc2ccccc2)cc1,17,-15,-0.8,0,-5,1,5,10,5
CCN1CCN(Cc2ccc(NC(=O)Nc3cccs3)cc2)CC1,7,14,-2.3,-19,-9,2,3,3,6
O=S(=O)(c1ccc(-c2csc(-c3cccnc3)n2)cc1)N1CCCCC1,-7,59,-0.4,-4,-30,-1,-1,2,2
CCOC(=O)N1CCN(C(=O)CSCC(=O)Nc2nc(-c3ccc(Cl)s3)cs2)CC1,7,30,-2.5,-5,-13,-5,6,-7,1
O=C(CC1(O)C(=O)Nc2ccccc21)c1cccc(-n2cccc2)c1 (stereo not given),14,15,3.3,9,10,-2,-3,-19,-2
CC1CN(C(=O)c2cc3c(s2)CCC3)CC(C)O1 (stereo not given),5,-1,0.5,0,-14,-1,1,10,0
CCc1nnc(NC(=O)CSc2nnc(COc3cccc(C)c3)o2)s1,-34,13,2.8,-20,0,-2,3,-12,3
Cc1ccc(/C=C2\SC(=S)N(CCC(=O)NNS(=O)(=O)c3ccccc3)C2=O)cc1,10,61,-0.3,-31,-33,-5,x,9,-8
O=C(/C=C/c1ccco1)OCC1CCCN2CCCCC12 (stereo not given),6,-10,-0.5,-18,-4,2,1,3,6
COC(=O)C1=C(C)NC(=O)NC1c1ccccc1 (stereo not given),3,39,3.8,1,-7,4,-5,1,0
CCOC(=O)CC1=NN(c2ccccc2)C(=O)/C1=C\c1ccc(OC)cc1OC,-15,-3,1.1,5,-14,0,1,-12,4
O=C(N1CCOCC1)N1CCN(c2ccccc2)CC1,5,8,-0.3,-5,1,-1,3,0,4
Cc1ccc(C(=O)N/C(=C/c2cccs2)C(=O)NCC2CCCO2)cc1 (stereo not given),8,5,0.3,-1,1,-1,5,-9,6
CC(=C\c1ccccc1)/C=C1/SC(=S)N(CCC(=O)Nc2ccccn2)C1=O,-10,9,1.6,-13,-88,1,-3,-11,5
COc1ccc(OC)c(C2C3=C(N=C4SCC(=O)N42)c2ccccc2CC3)c1 (stereo not given),5,-10,1.3,-17,-10,3,2,15,8
CCN1CCN(CCc2nc3cc(NC(=O)COc4ccc(Cl)cc4)ccc3n2C)CC1,-3,2,0.4,-5,-3,4,x,2,-1
CCOC(=O)c1sc2nc(SC)nc(-c3ccccc3)c2c1N,-15,-32,1.4,-2,-4,-2,0,-23,1
CCCC(c1nnnn1Cc1ccco1)N1CCN(c2cc(Cl)ccc2C)CC1 (stereo not given),4,63,-0.9,-2,-4,1,29*,9,4
O=C(NCc1cccs1)C1CCN(c2nccs2)CC1,-1,-8,0.9,14,6,1,-4,-7,8
CN(CCO)c1cc(N2CCN(C(=O)c3ccco3)CC2)c2nonc2c1[N+](=O)[O-],-14,5,-1.3,-10,7,-6,6,0,3
CC1CCCCN1C(=O)CSc1nnc(CSc2ncccn2)n1C (stereo not given),20,8,-0.3,-2,-2,-1,0,-3,4
CC1(C)Oc2ccccc2OC1(O)c1ccc2ccccc2n1 (stereo not given),0,5,-1.3,7,-4,2,-2,-3,6

# Entries of single compounds, looked up by structure. Values in the order: NPY-Y1 PAM-ag | CHOP inhibitor | S1P4 ag | NPY-Y2 PAM-ag | NCF1 inh | Ba/F3 V617F tox | NPY Y1 blocker | S1P4 antagonist | BaF3 tox
# CC(=C\c1ccccc1)/C=C1/SC(=S)N(CCC(=O)Nc2ccccn2)C1=O is listed with -10 | 9 | 1.6 | -13 | -88 | 1 | -3 | -11 | 5
# CCCC(c1nnnn1Cc1ccco1)N1CCN(c2cc(Cl)ccc2C)CC1 (stereo not given) is listed with 4 | 63 | -0.9 | -2 | -4 | 1 | 29* | 9 | 4

# Following part:
mol,NPY-Y1 PAM-ag,CHOP inhibitor,S1P4 ag,NPY-Y2 PAM-ag,NCF1 inh,Ba/F3 V617F tox,NPY Y1 blocker,S1P4 antagonist,BaF3 tox
CSc1ccccc1C(=O)Nc1c(C)cccc1C,-12,25,-0.4,6,x,3,-4,2,-2
Cc1csc(NC(=O)Cc2ccccc2[N+](=O)[O-])n1,-8,-23,0.6,-2,-4,-1,2,-8,5
CCN1CCCC1CNC(=O)C(=O)NC1CC1 (stereo not given),1,15,1.6,-4,4,-4,5,1,-1
Cc1ccc(-n2nnnc2SCC(=O)NNC(=O)c2ccco2)cc1C,-3,-4,-1.7,-2,-5,-5,-3,-13,-1
Cc1ccccc1Nc1nnc(SCC(=O)NC(=O)NCc2ccco2)s1,-5,40,0.6,-4,-23,-2,2,-18,3
O=C(COC(=O)C1CC1)c1c[nH]c2ccccc12,-7,13,0.8,13,0,4,-7,-18,7
C[C@H](C(=O)O)c1n[nH]c(=O)c2ccccc12,4,14,0.4,9,-7,2,3,-23,0
Cc1cc(/C=C(/C#N)c2nc3ccccc3[nH]2)c(C)n1-c1cccc([N+](=O)[O-])c1,-30,15,-6.0,6,-11,-4,10,-11,4
O=C1N=C(N2CCOCC2)S/C1=C\c1ccncc1,30,-16,-0.9,-30,-7,-6,x,-24,2
COc1cccc(NC(=O)c2ccc(S(=O)(=O)N(C)C)cc2)c1,10,-15,-0.2,-20,1,7,1,-10,2
N#C/C(C(=O)NCc1ccco1)=C1/SC(Cc2ccc(F)cc2)C(=O)N1c1ccccc1 (stereo not given),10,-10,-1.0,3,-28,4,-2,-6,8
Cc1ccc(-n2c(SCC(=O)Nc3cccc(C)c3)nc3c(oc4ccccc43)c2=O)cc1,-25,21,-0.2,-9,-22,3,3,-7,6
c1ccc(Cn2ccc(-c3cnc(-c4ccccc4)s3)n2)cc1,-15,-27,-2.7,0,4,-3,0,-14,2
Cc1ccccc1N1CCN(C(=S)c2ccc(-c3ccc([N+](=O)[O-])cc3)o2)CC1,-18,-12,-1.2,10,-9,-6,x,-5,5
CC1CN(c2ccc(Cl)cc2[N+](=O)[O-])CCN1S(C)(=O)=O (stereo not given),19,32,-0.5,9,-3,0,-4,-11,2
S=c1nc(-c2ccc(Br)cc2)oc2c1CCCC2,-17,-73,2.1,-22,6,-1,5,3,-2
CCCCN(CC)Cc1ccc(CNC(=O)Nc2ccc(F)cc2)o1,-4,23,4.6,9,-3,48*,-2,-14,15
OC(COCCOc1ccc(Br)cc1)CN1CCN(Cc2ccccc2)CC1 (stereo not given),-29,13,-1.1,-10,-4,3,5,-11,1
O=C(O)CSCC(=O)NCc1ccccc1Cl,4,-9,0.6,-3,-4,1,4,-14,5
O=C(CCl)Nc1nc(-c2ccco2)c(-c2ccco2)s1,-11,-36,-1.6,1,-26,2,0,-9,14
Cc1ccc(C)c(OCCCN2CCCC2)c1,-19,11,-1.3,-8,-4,0,6,1,4
O=C(NC(=O)c1ccc(Cl)cc1)OC1CCCCC1,-16,16,1.7,-10,-6,-2,-2,-11,3
CN1/C(=N\O)c2cccc3cccc1c23,-9,21,-0.1,-16,-18,-1,-1,-1,1
CCOC(=O)c1ccccc1NC(=O)c1ccc2nccnc2c1,-5,-1,0.6,0,-16,0,1,-23,-1
O=C(Nc1cccc(Cl)c1)c1ccc(-n2cncn2)c([N+](=O)[O-])c1,3,17,2.3,-11,-14,-3,11,-13,0
CCC(C)NC(C(=O)Nc1ccc(Cl)c([N+](=O)[O-])c1)c1ccccc1 (stereo not given),-14,52,1.7,-7,1,1,19,-7,6
Nc1nnc(SCc2ccc([N+](=O)[O-])cc2)s1,1,8,0.1,-11,-13,-2,-9,-13,3
CC(=O)Oc1ccc(N2C(=O)C3C4C=CC(CC4)C3C2=O)cc1[N+](=O)[O-] (stereo not given),-20,17,1.2,-7,-12,-1,2,10,5
COCCCNc1cc(C)nc2ccccc12,-9,17,0.4,-1,-13,-1,-1,-6,7
O=C(CN1CCCC1)Nc1nnc(-c2cccs2)s1,-12,11,-0.1,12,-6,-5,4,-5,4
Cc1ccc(-c2nn(CCC#N)cc2C=C(C#N)C#N)cc1,23,-10,-1.1,2,-2,-2,-3,-9,3
CCn1c(N2CCN(CC(=O)c3c(C)n(C)c4ccccc34)CC2)nc2c1c(=O)[nH]c(=O)n2C,-20,36,-0.9,-3,-6,-1,6,-10,6
CCN(CC)S(=O)(=O)c1ccc(NS(=O)(=O)c2ccc(O)c([N+](=O)[O-])c2)cc1,-11,37,0.3,-1,-6,-1,12,-27,3
COc1ccc(CSCCNC(=S)Nc2ccccc2)cc1Cl,7,29,-1.0,-3,-4,3,-3,8,6
CCN(CC)C(=O)C(=O)c1ccn(-c2c(C)csc2C(=O)OC)c1,-7,10,1.2,0,5,0,1,-2,5
COc1ccc(N=C2SCC(=O)N2Cc2ccccc2)cc1,-23,0,1.5,12,4,2,8,6,7
Cc1cc(C(=O)N/N=C2\CC(=O)CC(C)(C)C2)c2ccccc2n1,-7,3,0.1,-2,-3,2,0,-16,5
Cc1[nH]nc2ncc(C(=O)c3cc(Cl)cc(Cl)c3O)cc12,-27,-9,2.6,-27,-57,-2,5,-8,6
COc1cc(/C=N/Nc2ccc(C(=O)O)cc2)ccc1O,6,26,-0.4,3,-2,-6,-2,-11,2
Nc1nc2n(n1)C1(CCCCC1)C1=C(CCCC1)N2,11,6,1.7,-6,-17,3,-4,-5,8
O=C(O)C1=C[C@H](C2CC2)C[C@H](OCCCCO)O1,2,13,0.3,-4,x,-4,-3,3,-4
S=c1[nH]nc(C2CCCCC2)n1/N=C/c1ccncc1,1,55,-0.6,6,-10,2,-1,2,3
COC(Cc1nnc(SC)n1-c1ccccc1)OC,-12,-2,0.2,-5,-6,1,3,-27,4
Nc1cc2c3c(cccc3c1)C(=O)N(CCN1CCCC1)C2=O,-1,28,1.3,-14,5,97*,x,-49,83*
COc1cccc(-n2c(SCC(=O)O)nnc2-c2cccnc2)c1,-22,-8,-0.6,-4,-4,-2,3,-9,8
CC1CCc2cc(F)ccc2N1C(=O)CSc1nnc2c3ccccc3n(C)c2n1 (stereo not given),-23,-7,-2.5,-1,-3,-3,-4,12,1
O=C(Nc1cccc(C2OCCCO2)c1)c1cccs1,-9,4,2.6,-2,2,-5,-3,4,0
COc1ccc(Cn2c(C)ccc2C)cc1,-20,21,-0.5,-16,-15,-4,4,3,0

# Compound activity (PubChem BioAssay)
